# From PubChem
# LmPK inh: qHTS Assay for Inhibitors of Leishmania Mexicana Pyruvate Kinase (LmPK); purified LmPK, Kinase-Glo ATP luminescence, 1 h; 290,000 tested, 0.37% active; Q27686; Potency, µM (top dose mostly 57.5 µM), without a hit: top-dose activity change, negative = inhibition, actives largely listed as inhibitors; note: potency is the fitted concentration of half-maximal effect
# Target sequence (Q27686 whole entry, looked up): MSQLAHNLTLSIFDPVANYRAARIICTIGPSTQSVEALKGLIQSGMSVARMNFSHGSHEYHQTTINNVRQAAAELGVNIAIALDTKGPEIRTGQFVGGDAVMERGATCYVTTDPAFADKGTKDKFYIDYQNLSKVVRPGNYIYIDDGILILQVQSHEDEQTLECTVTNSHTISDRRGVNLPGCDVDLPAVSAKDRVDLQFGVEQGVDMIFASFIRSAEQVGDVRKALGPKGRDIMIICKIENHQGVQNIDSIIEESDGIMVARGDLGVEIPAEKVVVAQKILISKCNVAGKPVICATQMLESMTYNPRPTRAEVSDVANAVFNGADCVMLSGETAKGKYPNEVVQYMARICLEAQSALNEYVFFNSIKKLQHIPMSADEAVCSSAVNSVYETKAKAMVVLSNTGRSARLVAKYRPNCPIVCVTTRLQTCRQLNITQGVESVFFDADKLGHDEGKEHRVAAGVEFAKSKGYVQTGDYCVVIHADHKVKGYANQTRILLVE
#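 Pyruvate kinase activity monitored as ATP production (luciferase luminescence). Conditions: 0.1 nM enzyme, 0.5 mM PEP, 0.1 mM ADP, 1 h, RT; normalized against uninhibited and no-enzyme wells.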
# AmpC no deterg: qHTS Inhibitors of AmpC Beta-Lactamase (assay without detergent). P00811. AmpC nitrocefin hydrolysis, absorbance 480 nm, 0.0001% Triton. Potency, µM (top dose mostly 57.1 µM), for the others: at the top dose activity change, negative = inhibition, hits mostly inhibitors. 330,000 tested, 0.52% active;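 note: potency is the fitted concentration of half-maximal effect; plate controls were no compound for no effect and no enzyme for full effect; nearly all actives have a fitted effect of over 20% in size; some results filed as inactive show a strong effect at the top dose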
# Target sequence (P00811 whole entry, looked up): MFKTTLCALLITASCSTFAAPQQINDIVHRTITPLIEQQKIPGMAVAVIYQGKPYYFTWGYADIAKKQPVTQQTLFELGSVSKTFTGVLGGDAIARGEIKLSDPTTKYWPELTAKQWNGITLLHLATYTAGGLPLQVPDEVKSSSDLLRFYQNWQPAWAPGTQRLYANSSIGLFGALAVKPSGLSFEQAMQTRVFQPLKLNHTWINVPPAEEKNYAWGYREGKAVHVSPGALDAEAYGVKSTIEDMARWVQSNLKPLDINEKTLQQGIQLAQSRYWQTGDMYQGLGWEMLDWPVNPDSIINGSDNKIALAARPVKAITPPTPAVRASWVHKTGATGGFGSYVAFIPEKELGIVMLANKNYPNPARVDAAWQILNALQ
#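 AmpC (5.3 nM in the dispensed reagent) in 20 mM phosphate pH 7.0 with 0.01% (detergent screen) or 0.0001% Triton X-100 was preincubated with compounds for 15 min at room temperature. Nitrocefin was then added from an 800 uM solution, and hydrolysis was followed at 480 nm.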
# HCMV inh: qHTS Assay for inhibitors of the human cytomegalovirus (HCMV). HFF cells, HCMV-luciferase reporter, 72 h; stronger effect = lower value. activity change, negative = inhibition, % at 57.5 µM. AID 1259415, 2018. 410,000 tested, 4.5% active; in the data active = activity change below about -60%; inconclusive = no clear call, values can overlap the other calls; inactive = above about -39%
#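 Screen run at 2 compound doses on HFFs infected with reporter HCMV, MOI 1 PFU/cell. Luciferase activity from cell lysates at 72 h post infection gave inhibition relative to buffer-only and Salinomycin wells.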
# AmpC detergent: qHTS Inhibitors of AmpC Beta-Lactamase (assay with detergent); P00811; AmpC hydrolysis of nitrocefin, absorbance 480 nm, 0.01% Triton; Potency, µM (titrated, usually from 114 µM), without a hit: at the highest dose activity change, negative = inhibition, most hits filed as inhibitors; 370,000 tested, 0.041% active; AID 485294, 2010;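 note: potency is the fitted concentration of half-maximal effect; 0% = no-compound wells and -100% = no-enzyme wells; nearly all actives have a fitted effect of over 25% in size; some results filed as inactive show a strong effect at the top dose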
#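 AmpC (5.3 nM in the dispensed reagent) in 20 mM phosphate pH 7.0 with 0.01% (detergent screen) or 0.0001% Triton X-100 was preincubated with compounds for 15 min at room temperature. Nitrocefin was then added from an 800 uM solution, and hydrolysis was followed at 480 nm.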
# AMA1 RON2 block: qHTS for Inhibitors of AMA1-RON; Towards Development of Antimalarial Drug Lead: Primary Screen. Plasmodium falciparum AMA1 (3D7) - RON2 peptide interaction. AlphaScreen AMA1-biotinylated RON2 peptide binding. Potency, µM (titrated, usually from 58.2 µM), for the others: at the highest dose activity change, negative = inhibition, most hits filed as inhibitors. 360,000 tested, 0.2% active;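 note: potency is the fitted concentration of half-maximal effect; 0% = vehicle wells and -100% = peptide control; nearly all actives have a fitted effect of over 45% in size; some results filed as inactive show a strong effect at the top dose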
#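 AMA1 (3D7) with his tag at 25 nM final met compounds first, then biotinylated RON2 peptide at 25 nM; detection used donor plus acceptor beads, 10 µg/mL apiece, read by AlphaScreen after 30 min at room temperature.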
# Tb PYK inh: qHTS of Trypanosoma Brucei Inhibitors; TbPYK enzyme, Kinase-Glo Plus ATP luminescence, 45 min; 410,000 tested, 0.12% active; Potency, µM (titrated, usually from 76.8 µM), inactives show top-dose activity, negative = inhibition, most hits filed as inhibitors; note: potency is the fitted concentration of half-maximal effect; nearly all actives have a fitted effect of over 50% in size
#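 Luminescence from Kinase-Glo Plus, added after a 45-minute room-temperature reaction, served as the end-point read-out. The enzyme and substrate were preincubated with compound before ADP (130 uM final) initiated turnover. Concentration-effect curves came from normalized qHTS data.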
# HCV inh: qHTS Assay for Inhibitors of Hepatitis C Virus (HCV). Huh7.5.1 HCVcc-Cre infection, luciferase reporter, 44 h. Potency, µM (top dose mostly 41.8 µM), without a hit: at the highest dose activity change, negative = inhibition, most hits filed as inhibitors. 340,000 tested, 3.4% active; note: potency is the fitted concentration of half-maximal effect
#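 HCVcc-Cre virus at an moi near 0.5 was added right after compound to cells cultured 4 h from seeding (1,000 cells/well). Luciferase activity was determined 44 h later, 15 min after substrate addition at RT.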
# Active calls of the source: *; ? = inconclusive; nt = no result given; & = joins results of further samples; [ ] = dose if it differs, or a comment. Unless noted, calls come from the whole dose curve; as a rule, active = well fitted curve in the direction sought with a large enough effect; inconclusive = small, poorly fitted or top-dose-only effect, or another doubt; inactive = no such curve, though single readings can be large; an effect the other way counts as inactive or inconclusive. Unless noted, % is set by controls: 0 for no effect and ±100 for the full control effect.
SMILES	LmPK inh	AmpC no deterg	HCMV inh	AmpC detergent	AMA1 RON2 block	Tb PYK inh	HCV inh
O=C(Nc1ccc(Br)cc1)c1cc(-c2cccs2)on1	-8.5%	-22.5%	5.8	-12.6%	3.9%	13.6%	-2.3%
COc1cccc(NC(=O)c2cccc(C(=O)Nc3cccc(OC)c3)c2)c1	-7.7%	-25.3%	-16.9	-9.6%	17.7%	-3.9%	10.6%
O=S(=O)(Nc1ccc(N2CCCCC2)cc1)c1ccccc1	1.8%	-19.4%	0.1	9.2%	-18.2%	-15.2%	-6.7%
O=C(CSc1nnc(-c2cccnc2)n1Cc1ccco1)N1CCc2ccccc21	-2.1%	78.2%[activator]	-20.8	-10.9%	-4.4%	-14.8%	-11.1%
Cn1c2ccccc2n2c(=O)c(=O)n(CC(=O)N3CCCc4ccccc43)nc12	-4.1%	-8.4%	nt	-0.5%	nt	nt	nt
O=C(COC(=O)c1c[nH]c(=O)[nH]c1=O)NCc1ccccc1	-4.8%	-9.6%	-12.8	?	4.8%	-4.3%	5.0%
Cc1[nH]c2ccccc2c1C(=O)CSc1ccccn1	-5.4%	-22.5%	-10.4	5.3%	42.1%[activator]	-0.1%	?
CCCCC(=O)N/N=C/c1c(O)n(-c2ccccc2)c(=O)[nH]c1=O	-15.2%	-10.7%	-13.1	1.0%	30.1%[activator]	-13.5%	18.4%
O=C(COC(=O)Cc1ccccc1F)Nc1cccc(S(=O)(=O)NC2=NCCCCC2)c1	2.9%	-33.2%	-1.3	1.1%	-0.1%	-0.9%	-6.2%
COc1ccc(S(=O)(=O)Nc2ccc3c(c2)C(=O)N([C@H](C)CO)C[C@H](C)[C@@H](CN(C)C(=O)Nc2ccc4c(c2)OCO4)O3)cc1	nt	83.2%[activator]	13.0	nt	-1.6%	-5.6%	20.6%
CSc1ccc(S(=O)(=O)NCC(=O)OCC(=O)NCC2CCCO2)cc1[N+](=O)[O-] (stereo not drawn)	nt	-22.2%	26.9	?	6.7%	2.3%	9.0%
CCCCNc1nc2cccnc2s1	-0.7%	-8.6%	20.0	1.4%	6.7%	9.8%	8.6%
CC1(C(=O)NS(=O)(=O)c2ccc3c(c2)CCO3)CCN1C(=O)c1ccccc1CCc1ccccc1 (stereo not drawn)	nt	nt	31.8	nt	-11.0%	-5.1%	nt
Cc1cc(NC(=O)/C=C/c2ccc(Cl)cc2)no1	-0.2%	-13.4%	9.8	-6.1%	-2.0%[2.32 µM]	-3.8%	-3.4%
COc1cc(-c2nc(CN3CCCCC3CCNC(C)=O)c(C)o2)ccc1F (stereo not drawn)	2.6%	-7.8%	?	4.1%	-3.0%	-0.5%	-4.6%
Cc1ccc(S(=O)(=O)N(C)c2ccc(C(=O)Nc3ccccc3C(=O)N3CCOCC3)cc2)cc1	-11.1%	-14.1%	4.5	-7.5%	-17.8%	-5.5%	6.5%
CCc1cccc2c(C(=O)CSc3nncn3C)c[nH]c12	2.8%	-13.0%	15.4	2.3%	1.0%	0.1%	26.9%
Cc1cc2c(cc1S(=O)(=O)N1CCN(c3cccc(C)c3C)CC1)OCCN2C	2.2%	-31.5%	-1.1	-14.7%	-28.5%	-3.0%	17.6%
O=C(CN1C(=O)NC2(CCCCCCC2)C1=O)NCc1ccccc1Cl	nt	-21.9%	-0.9	7.7%	0.0%	-0.5%	-28.3%
CCN1C(=O)/C(=C\N2CCN(C(=O)c3ccco3)CC2)SC1=S	0.1%	-6.9%	27.5	-11.3%	9.8%	-2.8%	3.9%
O=C(Nc1ccc(Cl)c(S(=O)(=O)N2CCCC2)c1)c1nn(CCO)c(=O)c2ccccc12	nt	121.0%[activator]	-24.7	-17.0%	-6.5%	-8.0%	?
COC(=O)c1ccc(CN(c2ccccc2OC)S(=O)(=O)c2cccs2)o1	1.4%	-7.0%	2.8	?	-4.5%	-10.2%	-28.9%&-19.3%
Cc1ccc(CNC(=O)C2CCN(S(=O)(=O)c3ccc4c(c3)OCCCO4)CC2)cc1	-0.9%	5.9%	-37.7	-8.4%	0.0%	2.2%	-6.6%
COc1c(C)cccc1C(=O)Nc1ccc(Cl)c(-c2nc3cc(C)ccc3o2)c1	nt	nt	3.5	1.6%	nt	0.0%	nt
CCOc1ccc(C2C3=C(CCCC3=O)Nc3ccc4ncccc4c32)cc1 (stereo not drawn)	2.0%	-1.3%	56.0	3.5%	38.7%[activator]	1.0%	?
COc1ccc(-c2csc(N3C(=O)C4C5c6ccccc6C(c6ccccc65)C4C3=O)n2)cc1 (stereo not drawn)	4.7%	-15.3%	-62.4*	-5.8%	0.2%	-7.2%	8.2%
O=C(NCCCN1CCN(Cc2ccccc2)CC1)C1CCN(c2nnc(-n3cccc3)s2)CC1	-0.8%	130.8%[activator]	?	?	-5.7%	-6.1%	?
COc1cccc2c(=O)n(CC(=O)NC3CCCCC3)ccc12	-5.6%	-1.1%	-3.2	?	-2.2%	1.8%	?
Cc1ccc(C(=O)Nc2ccc3c(c2)N(C)C(=O)c2ccccc2S3)cc1	nt	nt	?	3.9%	nt	-1.7%	nt
CCS(=O)(=O)n1c(Cc2cccs2)nc2ccccc21	nt	-15.1%	13.4	-1.8%	4.7%	1.7%	9.3%
CCCSc1nnc(NC(=O)c2sc3nc(-c4cccs4)ccc3c2N)s1	-0.2%	-5.4%	50.3	-8.4%	101.5%[activator]	-2.5%	16.5%&3.2%
COc1ccc(CCN(C)C2CCCN(S(C)(=O)=O)C2)cc1OC (stereo not drawn)	2.5%	2.7%	4.4	?	14.5%	-1.6%	18.6%
CCNc1nc(NC(C)(C)C)nc(N(CC)n2cnnc2)n1	-0.7%	-3.0%	12.3	-5.0%	23.1%	-4.6%	-6.5%
CNC[C@H]1Oc2c(NS(=O)(=O)c3ccc(OC)cc3)cccc2C(=O)N([C@H](C)CO)C[C@@H]1C	nt	-25.0%	20.9	nt	2.9%	5.5%	7.3%
COC(=O)C1=C(C)NC(C)=C(C(=O)OC)C1C(=O)OCC(=O)N1CCCCC1C (stereo not drawn)	nt	-5.0%	-1.4	?	-7.9%	-0.6%	6.9%
CCN(CC)NC(=O)Nc1ccccc1	7.9%	21.7%	6.0	2.5%	1.3%	1.4%	9.7%

# Pulled one by one from above:
SMILES	LmPK inh	AmpC no deterg	HCMV inh	AmpC detergent	AMA1 RON2 block	Tb PYK inh	HCV inh
COC(=O)C1=C(C)NC(C)=C(C(=O)OC)C1C(=O)OCC(=O)N1CCCCC1C (stereo not drawn)	nt	-5.0%	-1.4	?	-7.9%	-0.6%	6.9%
Cc1ccc(C(=O)Nc2ccc3c(c2)N(C)C(=O)c2ccccc2S3)cc1	nt	nt	?	3.9%	nt	-1.7%	nt

# (listing goes on)
SMILES	LmPK inh	AmpC no deterg	HCMV inh	AmpC detergent	AMA1 RON2 block	Tb PYK inh	HCV inh
Cc1ccc(S(=O)(=O)N2CCN(c3ccc(N4CCOCC4)nn3)CC2)cc1[N+](=O)[O-]	nt	-18.8%	-14.7	-20.2%	0.4%	7.0%	8.4%
CC12CCC(=O)N1C(C(=O)NCc1ccccc1Cl)CS2 (stereo not drawn)	nt	-24.1%	-10.0	-13.2%	-9.7%	-16.2%	33.1%[activator]
O=C(CSc1nnc(-c2ccccc2)n1-c1ccccc1)N1c2ccccc2Sc2ccccc21	4.5%	-0.4%	-21.3	-4.8%	3.8%	-9.4%	24.0%&9.6%
O=[N+]([O-])c1cccc(CN2CCN(Cc3ccco3)CC2)c1	-5.0%	-9.0%	-19.5	-7.1%	?	-0.2%	8.2%
C=C(C)Cn1c(CCn2c3ccccc3c3ccccc32)n[nH]c1=S	-19.0%	-10.3%	-12.1	-11.0%	51.4%[activator]	?	2.0%
Oc1c(C(Nc2ccccn2)c2ccccn2)ccc2cccnc12 (stereo not drawn)	0.2%	13.0%	-85.4*	?	-93.0%	49.9%[activator]	?
CC(C)Oc1ccc(C(=O)N(Cc2ccco2)Cc2cccs2)cc1	nt	nt	?	1.2%	nt	1.1%	nt
Cc1cc(C)c2nc(SCC(=O)NCCN3C(=O)CSC3=O)cc(C)c2c1	2.3%	48.5%	2.8	-0.4%	-3.7%	2.1%	0.8%
CN(CC(=O)Nc1cccc(F)c1)C(=O)Cc1ccsc1	nt	nt	-26.1	nt	17.6%	-8.9%	nt
O=S(=O)(Nc1ccc(-n2cnnn2)cc1)c1cccs1	nt	-12.7%	88.6	-19.9%	0.0%	-9.6%	18.2%
C=C1C(=O)OC2C1CCC(C)=CCCC1(C)OC21 (stereo not drawn)	nt	nt	-16.3	nt	7.0%	-5.7%	nt
CC(C)CCNC(=O)c1nn(C)c2c1CSc1ccccc1-2	nt	nt	32.7	0.0%	nt	-15.8%	nt
CC1(CC(=O)N/N=C/c2cc([N+](=O)[O-])c(O)cc2O)OCCO1	-0.9%	-31.3%	-4.5	-12.5%	37.5%[activator]	?	8.4%
CC1(C)CC(=O)C=C(c2ccc(COC(=O)C3CC3)cc2)C1=O	nt	nt	17.9	nt	-10.3%	-12.3%	nt
CC(C)N(C(=O)COC(=O)[C@H](C)NC(=O)c1ccco1)c1ccccc1	-2.3%	-12.6%[11.4 µM]	-21.7	-8.8%	13.5%	0.6%	2.9%
Cc1cccc(-n2c(N)cc(=O)nc2SCC(=O)Nc2cc(C)on2)c1	-0.9%	-17.2%	-32.4	?	1.8%	-3.0%	0.3%
Cc1nc(N2CCN(c3ccccn3)CC2)c2c(C)c(C(=O)Nc3ccc(F)cc3)sc2n1	0.9%	-29.9%	?	-1.6%	-0.1%	2.0%	-10.5%
COC(=O)CSc1nnc(-c2cccc(O)c2)o1	nt	nt	-64.7*	8.4%	nt	3.8%	nt
O=C(O)C1CCN(C(=O)CSc2nnc3ccccn23)CC1	nt	-23.4%	70.2	nt	-0.1%	-0.9%	2.4%
CCOC(=O)C(Sc1cc(-c2ccccc2)nc2ncnn12)C(C)=O (stereo not drawn)	-0.9%	-16.7%	73.6	3.8%	93.0%[activator]	-5.1%	-1.0%
Cc1noc(-c2ccc(C(F)(F)F)cc2)c1NC(=O)Nc1ccc(Cl)cc1	0.6%	-17.6%	-87.7*	-7.3%	1.8%	1.9%	?
